Compound activity (PubChem)
MKP-3 inhibition: MKP-3 phosphatase inhibitors, primary screen, biochemical, rat enzyme, in vitro (AID 425); Dual specificity protein phosphatase 6 (Rattus norvegicus); recombinant MKP-3 phosphatase activity, fluorescence; higher % means a stronger effect; inhibition, % at 20 µM; hits with a dose series show IC50 in µM; 110,000 compounds, 0.17% hits; in the data active = inhibition above about 50%;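 also: plate controls were vehicle for no effect and reference inhibitor for full effect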
Hsp70 inhibitors: Hsp70 inhibitors, probe displacement, primary screen, biochemical, fluorescence polarization (AID 583) | Hsp70 fluorescence polarization probe displacement, mP; higher % means a stronger effect | 140,000 compounds, 0.06% hits | Heat shock 70 kDa protein 1A (Homo sapiens) | one-dose displacement, % at 20 µM; IC50 in µM for titrated hits; in the data active = displacement above about 50%;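 also: plate controls were vehicle for no effect and reference ligand for full effect; a part of the inactive calls stands beside numbers as strong as those of hits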
* = called active by the depositor; x = no result given; & = joins results of further samples.

SMILES | MKP-3 inhibition | Hsp70 inhibitors
c1ccc(CCn2nnnc2C(c2cccs2)N2CCN(Cc3ccc4c(c3)OCO4)CC2)cc1 (stereo not given) | -15% | 2.9%
N#CC(C(=O)O)=C1CCCC1 | 1% | 1.7%
Brc1ccc2nc(CSc3ncn[nH]3)cn2c1 | 5% | -1.7%
CCOC(=O)C1CCN(C(=O)COC(=O)CCOc2ccc(C)cc2)CC1 | -11% | 14%
O=C(CSc1nnc(-c2ccccc2)n1-c1ccccc1)NCc1ccco1 | -11% | x
Nc1cc(C(=O)O)ccc1N1CCCCCC1 | -14% | 4.5%
COc1cc(/C=C2/C(=O)NN(c3ccc(F)c(Cl)c3)C2=O)ccc1OC(C)=O | 7% | -1.0%
COc1ccc(C2NC(=O)NC(C)=C2C(=O)Nc2ccc(Cl)cc2)cc1 (stereo not given) | 0% | 6.0%
CC(CN1CCCCC1)C(=O)c1ccccc1 (stereo not given) | -1% | 1.9%
COC(=O)CNC(c1ccccc1)c1cc(Br)ccc1NC(=O)OCc1ccccc1 (stereo not given) | 0% | 1.3%
COc1ccc(C(=O)NNC2=Nc3cccc4cccc2c34)cc1 | 0% | -4.9%
FC(F)(F)C(F)(F)C(F)(F)c1nnc2ccc(N3CCOCC3)nn12 | -3% | 3.9%
C/C(=N/N)c1ccc(-c2ccccc2)cc1 | -10% | 7.7%
COc1ccc(-c2cc3nc(C)c(CCC(=O)N4CCCCC4)c(C)n3n2)c(OC)c1 | -4% | x
CCN(CC)S(=O)(=O)c1cccc2cccnc12 | x | -3.0%
CC(=O)Nc1ccc(NC2(C)C(=O)c3ccccc3C2=O)cc1 | -6% | 2.5%
COc1cc(/C=N\NC(=O)c2ccc(Br)cc2)ccc1OCc1ccccc1 | 0% | 4.5%
O=C(OCCN1CCOCC1)c1cccs1 | x | 1.8%
Cc1ccc(CNC(=O)c2ccc(N(C)S(=O)(=O)c3ccccc3)cc2)cc1 | 5% | -0.7%
CCn1c(=NC(=O)CSC(C)=O)sc2cc(F)ccc21 | -4% | x
COc1ccc(Nc2nc(N3CCCCC3)nc(N3CCCCC3)n2)c(OC)c1 | 2% | 2.7%
CCNC(=O)CC1C(=O)N(c2ccc(C)cc2)C(=O)N1CCc1ccc(OC)c(OC)c1 (stereo not given) | x | -0.6%
COc1ccc(N2CCN(C(=O)Cc3ccc(-n4c(=O)[nH]c5ccccc5c4=O)cc3)CC2)cc1 | -10% | -1.4%
Cc1cc(C)c2c(=O)[nH]c(SCC(=O)NCc3ccccc3)nc2n1 | x | 3.5%
CCOC(=O)C1=C(C)NC(=S)NC1c1c(OC)ccc2ccc(OC)cc12 (stereo not given) | -2% | 3.2%
Cc1c(C)n(C(=O)CN2CCN(c3ccccc3)CC2)c2ccccc12 | x | -5.3%
CC(O)C(=O)NS(=O)(=O)c1ccc(C(C)C)cc1 (stereo not given) | 0% | 5.0%
COc1cccc(C(=O)NC2CCN(C(=O)N3CCCCC3)CC2)c1 | -12% | -7.3%
Cc1cc(C(=O)NN)c2cc(Br)ccc2n1 | x | 56%
CC1(C(=O)n2nnc3ccccc32)CC2C=CC1C2 (stereo not given) | 1% | 1.0%
O=C(Nc1cccc2ccccc12)C1C(c2ccccc2)=C1c1ccccc1 | 3% | -0.7%
CCOc1ccc2[nH]c(=S)[nH]c2c1 | x | -0.8%
Cc1ccc(/C=N/NC(=O)c2ccc(C(=O)N/N=C/c3ccc(C)o3)o2)o1 | 0% | -4.4%
CC(C)CCN1C(=O)c2ccc(C(=O)NCc3ccco3)cc2C1=O | -11% | -2.1%
NC(=O)c1cccc(NC(=O)CCC(=O)O)c1 | -2% | 6.7%
COc1ccc(S(=O)(=O)Nc2nc3ccccc3s2)cc1[N+](=O)[O-] | 1% | -1.2%
CCOC(=O)C1=C(C)N=c2s/c(=C\c3ccc4ccccc4n3)c(=O)n2C1c1ccccc1 (stereo not given) | 3% | -1.8%
O=C(NCCN1CCN(c2ccccc2)CC1)c1cccn2c(=O)c3cc(Cl)ccc3nc12 | -11% | 3.3%
CC(C)COC(=O)C1C2C=CC3(CN(C(C)c4ccc(Br)cc4)C(=O)C13)O2 (stereo not given) | -7% | -3.2%
COc1ccc2c(c1)OCC/C2=N/OC(=O)c1ccc(Cl)cc1 | 1% | -0.8%

Reprinted at random: 2 compounds from above
SMILES | MKP-3 inhibition | Hsp70 inhibitors
CCn1c(=NC(=O)CSC(C)=O)sc2cc(F)ccc21 | -4% | x
Cc1c(C)n(C(=O)CN2CCN(c3ccccc3)CC2)c2ccccc12 | x | -5.3%

New compounds follow.
SMILES | MKP-3 inhibition | Hsp70 inhibitors
O=C(NCc1ccco1)c1cccc(-c2nnc(-c3ccccc3)o2)c1 | -7% | -1.0%
CN(C)c1ccc(C(O)Cc2nc3ccccc3n2C)cc1 (stereo not given) | 1% | -2.9%
COc1ccc(NC(=O)CC2COc3ccccc3O2)c(OC)c1 (stereo not given) | x | 6.9%
O=C(CCCOc1ccccc1)Nc1ccccc1C(F)(F)F | 2% | -0.4%
CCOc1ccc2c(=O)c(-c3nc4ccccc4s3)coc2c1 | 3% | -4.0%
NS(=O)(=O)c1ccc(CNC(=O)NC2(c3ccccc3)CC2)cc1 | -6% | 5.2%
Cc1ccc(N(CC(O)CN2CCOCC2)S(=O)(=O)c2ccc3ccccc3c2)cc1 (stereo not given) | 0% | 4.7%
COc1ccc(Cn2nnnc2C(c2cccs2)N2CCCCCC2)cc1 (stereo not given) | x | 5.6%
COc1ccc(S(=O)(=O)CCC(=O)O)cc1 | -3% | 2.8%
CCN(CC(=O)NCc1ccc(F)cc1)Cc1nc2cc(Cl)ccc2c(=O)[nH]1 | x | -1.2%
CCOc1cc(OCC)cc(C(=O)Nc2ccc(Br)cc2)c1 | 4% | -2.5%
CC1=NN(c2ccccc2)C(=O)/C1=C\c1ccc(-c2ccc3c(c2)C(=O)NC3=O)o1 | -1% | 4.6%
O=C(Cc1c(O)c2ccccc2[nH]c1=O)NCc1ccccc1 | x | 3.6%
Cc1cc(=O)oc2cc(OC(C)C(=O)O)c(Cl)cc12 (stereo not given) | -4% | 2.0%
O=C1C(Cl)=C(N2CCOCC2)C(=O)N1CCc1ccccc1 | -1% | -0.4%
Cc1ccccc1N1CCN(c2ncnc3c2cnn3Cc2ccc(Cl)cc2)CC1 | -15% | 11%
CCc1cccc(CC)c1N(COC)C(=O)Cn1nnc2ccccc21 | 0% | 1.2%
O=C(CC(c1ccccc1)c1ccccc1)Nc1cccnc1 | 1% | 7.7%
Cc1nc2ccc(-n3ccc(=O)cc3)cc2s1 | -1% | 1.2%
CCn1c2ccccc2c2cc(C3C(C#N)=C(C)NC(C)=C3C#N)ccc21 | -6% | 2.4%
CN(C(=O)COC(=O)c1nc(-c2ccccc2)n(-c2ccccc2)n1)C1CCS(=O)(=O)C1 (stereo not given) | -19% | -2.0%
Cc1ccc(NC(=O)C(=O)c2c(-c3ccccc3)cc3ccccn23)cc1S(=O)(=O)N1CCOCC1 | x | 2.3%
Cc1c(NC(=O)CC2CC(C)OC2=O)c(=O)n(-c2ccccc2)n1C (stereo not given) | x | 4.5%
O=S(CC(O)COCc1ccc(Cl)cc1)c1ccccn1 (stereo not given) | -5% | -3.9%
COc1ccccc1CNC(=O)CCS(=O)(=O)c1cccc2nonc12 | x | 1.3%
CC1CC(Nc2ccccc2)c2ccccc2N1C(=O)c1cccc(Br)c1 (stereo not given) | -1% | 3.6%
COc1ccc(OCC(=O)Nc2cccc(C(C)=O)c2)cc1 | -12%&1% | 2.2%&0.0%
CCOC(=O)c1cnn(-c2nc(CC)nc3sc4c(c23)CCC4)c1N | -9% | 1.2%
COc1cc2[nH]c(=O)n(Cc3ccc(C(=O)NCCCN4CCN(C)CC4)cc3)c(=O)c2cc1OC | x | 2.7%
O=C(CN1CCN(Cc2ccc3c(c2)OCO3)CC1)N1CCc2[nH]c3ccccc3c2C1 | 3% | 4.9%
COC(=O)CCC(=O)Nc1ccc(Br)cc1 | -6% | 3.3%
Cc1ccc([N+](=O)[O-])cc1N[C@@H]1OC[C@@H](O)[C@H](O)[C@H]1O | -4% | -2.4%
COc1cccc(/C=C2\SC(N)=NC2=O)c1OC | 3% | 2.2%
COc1cc(NC(=O)c2ccccc2Cl)ccc1NC(=O)c1ccco1 | 5% | -0.5%&1.2%
CN1C(=O)OC(C)(CCc2ccccc2)C1(C)O (stereo not given) | 0% | 4.4%
COc1ccc(NC(=O)c2cc(C)on2)cc1OC | -1% | 2.3%
O=C(Oc1cccc(-c2cnc3ccccc3n2)c1)c1cccc(S(=O)(=O)N2CCOCC2)c1 | 0% | 6.7%
S=C1NC(=S)/C(=C\c2ccc(-c3ccc(Br)cc3)o2)S1 | 18% | 8.4%
CCn1c2c(c3cc(Br)ccc31)CCCC2O (stereo not given) | -2% | 4.1%
Cc1ccc(C(=O)NC(C)(COc2nonc2C)COc2nonc2C)cc1 | 4% | -0.1%
Cc1ccc(C)c(S(=O)(=O)N2CCN(C)CC2)c1 | 0% | -1.8%
CCOC(=O)C1(CC)NC(c2ccco2)C2C(=O)N(CC)C(=O)C21 (stereo not given) | x | -1.0%
COc1ccc(NC(=O)c2oc3ccccc3c2C)c(OC)c1 | -6% | 0.3%
CCOc1ccccc1NC(=O)CSc1nnc(Cc2cccn2C)n1-c1ccc(F)cc1 | 6% | x
O=C(O)/C=C\C(=O)N/N=C/c1ccccc1 | 0% | 0.2%
CNCCc1ccccn1 | x | -0.6%
Cc1ccc(CS(=O)(=O)CCC(=O)NCCCN2CCCC2)cc1 | -5% | -0.6%
CCCCCCn1c(CN2CCN(CCO)CC2)nc2c1c(=O)n(C)c(=O)n2C | -3% | 0.9%
CN(C)c1ccc(/C=C2/SC(=S)N(Cc3ccccc3)C2=O)cc1 | 0% | -48%
COC(=O)c1ccc(/C=C2\C(=O)NC(=O)N(c3ccc(Br)cc3)C2=O)cc1 | 4% | -3.2%

Further results:
SMILES | MKP-3 inhibition | Hsp70 inhibitors
Cn1c(=O)c(N)c2c3c(cccc31)C(=O)c1ccccc1-2 | -15% | 114%
CCCC(c1nnnn1Cc1ccc(OC)cc1)N1CCN(c2ccccc2)CC1 (stereo not given) | 6% | 5.0%
C=CCn1c(=O)c2ccccc2n2c(SCC(=O)c3ccccc3)nnc12 | -9% | 15%
COc1ccc(C(c2c(O)cc(C)oc2=O)c2c(O)cc(C)oc2=O)cc1 | 2% | -1.2%
CCOC(=O)c1c(NC(=O)/C=C/C(=O)O)sc2c1CCC(C(C)(C)C)C2 (stereo not given) | 3% | 4.8%
COc1ccc(NC(=O)C2CSC3c4ccccc4C(=O)N23)cc1 (stereo not given) | 5% | -1.8%
COc1ccc(C(=O)COC(=O)[C@H](C)Nc2ccc(C(F)(F)F)cc2[N+](=O)[O-])c(OC)c1 | x | -53%
O=C(NC1CCCCC1)C(c1ccncc1)N(Cc1ccc2c(c1)OCO2)C(=O)C(F)(F)F (stereo not given) | x | -0.8%
Cc1nnc(SCC(=O)NCc2ccc(Cl)cc2)[nH]c1=O | -6% | 8.7%
CC12C(=O)N(CCC(=O)O)C(=O)C1C1C=CC2C1 (stereo not given) | -5% | 7.3%

Part of the list above in order of SMILES length, high to low.
SMILES | MKP-3 inhibition | Hsp70 inhibitors
COc1ccc(C(=O)COC(=O)[C@H](C)Nc2ccc(C(F)(F)F)cc2[N+](=O)[O-])c(OC)c1 | x | -53%
O=C(NC1CCCCC1)C(c1ccncc1)N(Cc1ccc2c(c1)OCO2)C(=O)C(F)(F)F (stereo not given) | x | -0.8%
COC(=O)c1ccc(/C=C2\C(=O)NC(=O)N(c3ccc(Br)cc3)C2=O)cc1 | 4% | -3.2%
CCOC(=O)c1c(NC(=O)/C=C/C(=O)O)sc2c1CCC(C(C)(C)C)C2 (stereo not given) | 3% | 4.8%
CCOc1ccccc1NC(=O)CSc1nnc(Cc2cccn2C)n1-c1ccc(F)cc1 | 6% | x
CCCCCCn1c(CN2CCN(CCO)CC2)nc2c1c(=O)n(C)c(=O)n2C | -3% | 0.9%
CCOC(=O)C1(CC)NC(c2ccco2)C2C(=O)N(CC)C(=O)C21 (stereo not given) | x | -1.0%
CCCC(c1nnnn1Cc1ccc(OC)cc1)N1CCN(c2ccccc2)CC1 (stereo not given) | 6% | 5.0%
CN(C)c1ccc(/C=C2/SC(=S)N(Cc3ccccc3)C2=O)cc1 | 0% | -48%
Cn1c(=O)c(N)c2c3c(cccc31)C(=O)c1ccccc1-2 | -15% | 114%
Cc1ccc(CS(=O)(=O)CCC(=O)NCCCN2CCCC2)cc1 | -5% | -0.6%
Cc1nnc(SCC(=O)NCc2ccc(Cl)cc2)[nH]c1=O | -6% | 8.7%
COc1ccc(NC(=O)c2oc3ccccc3c2C)c(OC)c1 | -6% | 0.3%
Cc1ccc(C)c(S(=O)(=O)N2CCN(C)CC2)c1 | 0% | -1.8%
O=C(O)/C=C\C(=O)N/N=C/c1ccccc1 | 0% | 0.2%
CNCCc1ccccn1 | x | -0.6%

Later entries
SMILES | MKP-3 inhibition | Hsp70 inhibitors
COc1ccc(CC(=O)Nc2ccc(-c3nc4ccccc4[nH]3)cc2)cc1OC | 6% | -4.8%
CCOc1ccc(NC(=O)CSc2nc3c(c(=O)n2C)SC(C)C3)cc1 (stereo not given) | -1% | 1.7%
CN1CCO/C1=C(C#N)\C=C1\Nc2ccccc2C1=O | 3% | -118%
COC(=O)Cn1c(=O)cnc2ccccc21 | -5% | -2.5%
Cc1cc(C)cc(C(=O)N2CCCCCC2)c1 | x | -4.2%
Nc1nonc1N/N=C/c1ccc2nsnc2c1 | 1% | -0.5%
CN1CCc2c(sc3c2C(=O)NC(/C=C\c2ccc([N+](=O)[O-])cc2)N3)C1 (stereo not given) | 6% | 4.8%
Cc1ccc(-c2nc3ccccc3s2)cc1NC(=O)c1cccc(I)c1 | 8% | -0.7%
CCOc1ccccc1NC(=O)c1c(OC)cccc1OC | 2% | -0.2%
CC1=C(C(=O)OC(C)C)C(c2cccc(Cl)c2Cl)C2=C(CC(C)(C)CC2=O)N1 (stereo not given) | -2% | -5.0%
O=C(Cc1ccccc1)Nc1ccccc1C(=O)O | x | 2.8%

An excerpt, so the mix of outcomes need not match the whole.
